# Screening data (PubChem BioAssay)
# MgcRacGAP inhibition – MgcRacGAP GTPase-activating activity inhibitors, confirmation, biochemical, ADP Hunter fluorescence; MgcRacGAP-stimulated Rac1 GTP hydrolysis, ADP Hunter fluorescence; higher % means a stronger effect; GST-tagged Rac1 F28L mutant substrate; inhibition, % at 30 µM, or IC50 in µM where a hit was titrated; 340,000 compounds, 0.6% hits;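 active means first-screen hits whose inhibition reached a set limit at any dose in the follow-up dose series; inconclusive means inhibition above the set first-screen limit but never retested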;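 further: fluorescence reports GDP produced by GAP-driven GTP hydrolysis; strong numbers were not always called active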
# HIV fusion peptide – cell-free HIV fusion peptide-binding blockers – biochemical, uHTS, fluorescence dequenching, primary screen (AID 1986); cell-free peptide binding, fluorescence dequenching, 30 min; higher % means a stronger effect; inhibition, % at 20 µM, or IC50 in µM where a hit was titrated; 290,000 compounds, 0.3% hits; in the data active means inhibition mostly above about 52%, no sharp cut-off; inactive means mostly below about 76%; further: some results filed as inactive read as strong as hits
# NS5 inhibitors – flavivirus cap methylation enzyme inhibition – biochemical, confirmation dose response, primary screen (AID 588689); inhibition, % at 25 µM; hits with a dose series show IC50 in µM; 340,000 compounds, 0.3% hits; Dengue-2 NS5 methyltransferase capping enzyme assay, biochemical; higher % means a stronger effect; in the data active means a potency from the dose series; inconclusive means inhibition above about 29% without an active follow-up result
# PhoP inhibition – PhoP-dependent GFP reporter repression – Salmonella Typhimurium, primary screen (AID 1863) | inhibition, % at 50 µM, or IC50 in µM where a hit was titrated | 300,000 compounds, 0.16% hits | S. Typhimurium PhoP-regulated promoter GFP reporter, 4 h; higher % means a stronger effect;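 active means inhibition over 29.93%, a cutoff 3 SD above the screen mean, later confirmed by dose response; inconclusive means inhibition over 29.93% but no dose response follow-up; inactive means inhibition at most 29.93% or unconfirmed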;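 further: 0% = low Mg2+ inducing control and 100% = high Mg2+ repressing control; strong numbers were not always called active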
# GPR55 LPI antagonism – GPR55 antagonists blocking LPI-driven arrestin recruitment, primary screen, imaging, U2OS, beta-arrestin-GFP, LPI agonist (AID 2013). U2OS GPR55 beta-arrestin-GFP translocation imaging, LPI antagonism; higher % means a stronger effect. 290,000 compounds, 0.13% hits. inhibition, % at 10 µM, or IC50 in µM where a hit was titrated;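 active means spots per cell inhibited over 60%, with over 100 cells counted and total cytoplasm intensity under 500,000; inconclusive means wells with under 100 cells, flagged as likely toxic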;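 further: U2OS cells stably carrying GPR55 and arrestin-GFP stimulated by 5 µM LPI near EC80; imaged beta-arrestin-GFP aggregate spots per cell after agonist stimulation; plate controls were LPI-stimulated DMSO wells for no effect and DMSO wells without LPI for full effect; some results filed as inactive read as strong as hits; confirmed hits need IC50 under 10 µM and bright autofluorescent wells are also inconclusive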
# GPR35 antagonists – inhibition of zaprinast-stimulated GPR35 beta-arrestin translocation – imaging, U2OS, beta-arrestin-GFP, zaprinast agonist, primary screen (AID 2058); U2OS GPR35 beta-arrestin-GFP translocation imaging, zaprinast antagonism; higher % means a stronger effect; 290,000 compounds, 0.052% hits; inhibition, % at 10 µM, or IC50 in µM where a hit was titrated;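 active means inhibition of at least 50% with at least 30 cells and total cytoplasm GFP at most 10,000,000; inconclusive means under 30 cells or total GFP of 10,000,000 plus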
# RSV antiviral HEp-2 – RSV antiviral activity via CPE protection, HEp-2 cells, primary 10 µM value included (AID 2391) | HEp-2 cells, RSV-induced CPE inhibition; higher % means a stronger effect | CPE inhibition, % at 10 µM; hits with a dose series show IC50 in µM | 310,000 compounds, 0.13% hits; in the data active means a potency from the dose series; inconclusive means CPE inhibition mostly from about 23% at the one dose, without a potency; inactive means the rest, 99 in 100 with CPE inhibition below about 21%; further: strong numbers were not always called active
# K1F lysis inhibition – inhibition of K1F phage lysis, E. coli UTI89, bacterial capsule biogenesis inhibitors, alamar blue (AID 488966); E. coli UTI89 K1F phage lysis, alamar blue, 2 h; higher % means a stronger effect; inhibition, % at 100 µM; hits with a dose series show IC50 in µM; 340,000 compounds, 0.02% hits;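 active means phage lysis inhibition, versus mean bacterial control, above a set limit; inconclusive means no clear call, values can overlap the other calls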;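 further: capsule biogenesis inhibitors block K1F phage lysis so surviving cells raise fluorescence; higher fluorescence means more inhibition of phage lysis; actives were called in the ten point dose series up to 300 µM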
# Large T inhibition – TAg ATPase/helicase activity blockers – biochemical (AID 1903) | inhibition, % at 20 µM; hits with a dose series show IC50 in µM | 310,000 compounds, 0.39% hits | SV40 large T antigen ATPase/helicase inhibition assay; higher % means a stronger effect; in the data active means a potency from the dose series; inconclusive means inhibition mostly from about 32% at the one dose, without a potency; inactive means the rest, 99 in 100 with inhibition below about 32%; further: strong numbers were not always called active
# NS5 inhibitors pilot replicate – recorded beside NS5 inhibitors, whose call it bears; inhibition, %; measured here: pilot screen replicate inhibition
# The depositor's hits bear a star; ? = inconclusive; nt = no result given; [ ] = another dose, or the depositor's remark.
SMILES,MgcRacGAP inhibition,HIV fusion peptide,NS5 inhibitors,PhoP inhibition,GPR55 LPI antagonism,GPR35 antagonists,RSV antiviral HEp-2,K1F lysis inhibition,Large T inhibition,others
CC(=C/c1ccccc1)/C=N/NC(=O)c1cc(C)oc1C,10%,1.0%,-6%,-2%,5%,3%,1.3%,0.1%,22%,
Cc1[nH]c(=O)[nH]c(=O)c1S(=O)(=O)N1CCOCC1,6%,-0.5%,-12%,-8%,3%,-20%,0.2%,0.1%,6%,
O=C(Nc1ccc(N2CCCC2)cc1)c1cc([N+](=O)[O-])ccc1N1CCOCC1,23%,-3.4%,-10%,-7%,-3%,-2%,2.3%,-0.1%,36%,
Cc1ccc2occ(/C=N/NC(=O)c3ccccc3O)c(=O)c2c1,8%,11%,5%,0%,98%,-6%,11%,0.2%,18%,
CC(C)Cn1c2c(c(O)c(C(=O)Nc3ncccc3O)c1=O)CCCC2,10%,1.0%,10%,7%,0%,-8%,-0.6%,-0.4%,3%,
CN1CCN(S(=O)(=O)c2cccc(C(=O)N(C)Cc3c(F)cccc3Cl)c2)CC1,2%,nt,-7%,nt,nt,nt,0.1%,2.2%[50 µM],nt,
O=C(NC(=S)N1CCCC1)c1ccccc1,6%,-0.2%,-2%,12%,17%,-4%,0.4%,0.2%,12%,
COc1ccc(CCNC(=O)c2noc(C)c2[N+](=O)[O-])cc1OC,6%,-1.7%,-3%,-1%,1%,1%,1.6%,0.1%,5%,
Cc1sc(N/N=C/C=C/c2ccccc2)nc1-c1ccccc1,-1%,1.1%,-8%,-11%,-3%,4%,18%,0.3%,9%,
CC1CCCC(NC(=O)CSc2ccc(F)cc2)C1C (configuration not stated),5%,-2.3%,-3%,12%,-5%,11%,2.4%,-1.5%,0%,
COc1ccc(S(=O)(=O)N2CCOCC2)cc1NC(=O)COC(=O)C1CC1C (configuration not stated),7%,nt,-8%,nt,nt,nt,1.8%,0.5%[50 µM],nt,
Cc1cc(C)nc(-n2nc(C)cc2NC(=O)C(C)C)n1,1%,0.3%,-9%,-3%,8%,5%,3.5%,-0.4%,16%,
COc1cc(CN(C)CCc2ccccc2)ccc1OCc1ccccc1,2%,-4.2%,-5%,1%,9%,4%,-3.5%,1.7%,2%,
C=CCSc1nnc(-c2cc(Br)ccc2N)c(=O)[nH]1,4%,1.0%,-1%,-19%,-2%,12%,1.8%,-0.1%,1%,
CCn1c(SCC(=O)Nc2oc(-c3ccccc3)c(-c3ccccc3)c2C#N)nnc1-c1cc(OC)cc(OC)c1,6%,-1.5%,6%,-6%,-11%,0%,0.8%,-1.1%,6%,
O=C(O)c1cnc(-c2ccccc2)nc1-c1ccccc1,1%,-0.9%,-6%,0%,-7%,-8%,1.1%,0.4%,21%,
COCCOC(=O)C1=C(C)NC2=C(C(=O)CC(C)(C)C2)C1c1ccc2c(c1)OCO2 (configuration not stated),4%,-4.6%,-6%,8%,-1%,7%,-1.5%,1.1%,6%,
O=C(CN(C(=O)Cn1nnc(-c2cccs2)n1)c1cnc2ccccc2c1)NCC1CCCO1 (configuration not stated),12%,-1.4%,5%,0%,3%,10%,-0.5%,0.2%,-1%,
COc1cc2c(cc1OC)CN(CC(=O)NC(=O)NC1CCCCC1)CC2,0%,-1.3%,2%,-9%,4%,6%,0.4%,0.2%,-9%,
CC(CCc1ccccc1)NC(=O)CCNS(=O)(=O)c1ccccc1 (configuration not stated),9%,nt,-12%,1%,nt,nt,-1.0%,0.8%[50 µM],16%,
ONC(=Nc1ccc(Cl)cc1)c1ccc(Cl)cc1,8%,-3.1%,3%,-3%,18%,-16%,-0.7%,0.4%,3%,NS5 inhibitors pilot replicate=2.1
CCOc1ccc(C(=O)C(C)OC(=O)C2CCN(c3ccc(C(F)(F)F)cn3)CC2)cc1 (configuration not stated),0%,nt,-1%,1%,nt,nt,5.8%,1.0%[50 µM],15%,
Cc1ccc(S(=O)(=O)n2nc(C)cc2N)cc1,9%,0.4%,-3%,0%,1%,-3%,2.0%,-1.4%,-6%,
CCOc1ccc(N2Cc3ncccc3C2=O)cc1,0%,-3.3%,-6%,0%,-10%,14%,1.3%,5.5%,7%,
CCCN(CC(=O)Nc1ccccc1C)C(=O)c1ccc(C(=O)c2ccccc2)cc1,4%,nt,4%,-9%,nt,nt,-0.2%,-0.3%[50 µM],10%,
O=C1CCCC/C1=C/Nc1ccc(S(=O)(=O)Nc2ncccn2)cc1,14%,-0.6%,5%,-3%,-10%,17%,2.0%,1.7%,7%,
CNC(=O)/C(C#N)=C/c1ccc(-c2nc3ccccc3s2)o1,nt,0.5%,nt,-108%,-22%,-9%,nt,nt,11%,
O=C(Nc1ccc(F)cc1)NC1(C(=O)NCc2ccco2)CCCCC1,6%,38%,-3%,-4%,6%,-7%,2.6%,-0.9%,-1%,
CN(C)S(=O)(=O)c1ccc(S(=O)(=O)NC2CCOC(C)(C)C2)cc1 (configuration not stated),11%,-2.0%,-1%,-5%,-2%,0%,-0.6%,0.3%,-6%,
Cc1ccc(C)c(N(C)S(=O)(=O)c2ccc3[nH]cc(C(=O)NCCN4CCOCC4)c(=O)c3c2)c1,9%,6.2%,-5%,3%,6%,-3%,0.8%,0.2%[50 µM],7%,
COc1cccc(CNC(=O)Cn2c(=O)oc3cc(S(=O)(=O)N4CCCCC4)ccc32)c1,3%,-1.0%,-9%,7%,0%,29%,-1.6%,-0.2%,4%,
CCOc1cc([N+](=O)[O-])cc2c1C(=O)Nc1ccccc1O2,7%,104%*,-2%,-14%,12%,2%,6.7%,-0.4%,4%,
C/C(N)=C(/C#N)C(=O)CSc1nc2ccccc2c(=O)n1Cc1ccc(C)cc1,6%,7.5%,-3%,13%,-4%,8%,1.8%,0.9%,-3%,
Nc1nc2c3ccccc3nc(Cc3ccccc3)n2n1,2%,-1.3%,-4%,4%,-3%,20%,1.8%,0.8%,17%,
O=C(CNC(=O)c1ccc(Cl)cc1Cl)OCC(=O)c1ccc2c(c1)OCCO2,4%,-1.9%,0%,11%,1%,-4%,-0.5%,3.6%,13%,
CC(C)(C)c1ccc(NC(=O)c2ccccc2)c([N+](=O)[O-])c1,3%,-1.9%,-10%,-2%,3%,-7%,?,-0.1%,22%,
O=C(N/N=C/C(Cl)=C/c1ccccc1)c1ccccc1F,7%,-2.3%,-3%,8%,2%,3%,1.8%,0.0%,6%,
COC(=O)c1ccc(Oc2c(C)oc3c(CN4CCN(C)CC4)c(O)ccc3c2=O)cc1,13%,-1.3%,4%,-4%,-8%,11%,-0.3%,2.8%,3%,
CCCc1nc(SCC(=O)Nc2ccccc2OC)c2c(=O)n(C)c(=O)n(C)c2n1,5%,-3.2%,-4%,6%,-2%,4%,5.6%,3.9%,7%,
CCc1ccc(OCC(O)CN2CCN(c3ccccn3)CC2)cc1 (configuration not stated),11%,-0.1%,3%,-2%,8%,2%,-1.1%,0.2%,0%,
C=CCn1c(SCC(=O)N2CCOCC2)nc2sc(C)c(C)c2c1=O,5%,1.3%,-10%,9%,-8%,-7%,0.1%,-0.2%,4%,
COc1cc2cc(C(=O)N(C)Cc3ccccc3)[nH]c2cc1OC,8%,-0.4%,-1%,11%,-5%,2%,1.2%,-0.4%[50 µM],3%,
Cc1ccc(S(=O)(=O)N2CCCCC2)c(C)c1NS(C)(=O)=O,4%,1.1%,-7%,6%,0%,-8%,2.3%,7.8%,6%,
COC(=O)Cc1ccc(NC(=S)NCc2ccc(Cl)cc2)cc1,3%,-2.0%,-3%,0%,-2%,1%,8.1%,7.0%,5%,
O=C(COc1ccc(Cl)cc1)NCCSCc1cccc(Cl)c1,4%,0.6%,-3%,23%,1%,3%,1.8%,1.1%,10%,
O=C1c2cccc3cccc(c23)N1Cc1cccc(F)c1,6%,-0.6%,-8%,3%,6%,8%,8.5%,-0.1%,4%,
Cc1ccn2c(=O)nc(SCC(=O)N3CCCC3)nc2c1,5%,nt,2%,2%,nt,nt,-2.5%,0.7%[50 µM],19%,
Cc1cc(NCc2ccccc2Cl)n2nnnc2n1,-1%,-0.1%,nt,13%,7%,1%,0.7%,3.5%[50 µM],8%,
O=C(COC(=O)CCC(=O)c1cccs1)NCc1ccccc1,6%,-2.9%,4%,7%,1%,-9%,6.3%,0.1%,7%,
Cn1c(=O)c2c(nc(Br)n2CCc2ccccc2)n(C)c1=O,8%,0.7%,-3%,1%,14%,4%,2.6%,0.1%,13%,
Nc1cc(-c2ccccc2)nn1S(=O)(=O)c1ccc(Br)cc1,2%,-4.7%,-6%,8%,-4%,-3%,3.2%,3.7%,3%,
CN1CCN(c2ccc(Cl)cc2NC(=O)/C=C/c2cccc(F)c2)CC1,4%,-2.0%,-5%,-5%,15%,-9%,-1.4%,0.7%,16%,
COc1ccc(S(=O)(=O)N2CCN(C(=S)NCCc3ccccc3)CC2)cc1,-1%,-0.3%,1%,-4%,11%,-6%,2.5%,0.1%,9%,
COC(=O)c1noc(-c2ccc(OC)cc2)n1,7%,1.6%,-1%,1%,4%,-11%,0.7%,1.0%,0%,
NS(=O)(=O)c1cccc(NC(=O)COC(=O)CCCc2c[nH]c3ccccc23)c1,5%,7.7%,-8%,6%,6%,12%,0.1%,-0.2%,3%,
CCOC(=O)N1CCc2c(sc(NC(=O)CN(CC)CC)c2C#N)C1,nt,-0.5%,nt,0%,-1%,-18%,nt,nt,-5%,
COc1cc(CC(=O)N2CCC(n3nccc3NC(=O)C3CC3)CC2)cc(OC)c1OC,5%,0.1%,-5%,-6%,6%,-10%,0.0%,-0.1%,11%,
O=C1CCc2cc(S(=O)(=O)N3CCCCC3)cc3c2N1CC3,9%,nt,-3%,7%,nt,nt,-1.1%,0.9%[50 µM],6%,
Cc1noc(C)c1COc1ccc(C(=O)Nc2ccccn2)cc1,10%,-0.7%,-2%,6%,11%,0%,5.9%,2.3%[50 µM],6%,
COc1cccc(CSc2nnc(CSc3nc4nc(C)cc(C)n4n3)s2)c1,2%,-1.7%,-6%,5%,2%,-1%,?,-0.4%,5%,
CC(=O)Nc1ccc(-c2sc(Nc3ccccc3)n[n+]2C)cc1,0%,1.5%,3%,nt,10%,1%,-0.9%,0.9%,0%,
CS(=O)(=O)N(CC(=O)NCCSc1ccccc1)c1ccc2c(c1)OCO2,12%,-1.2%,-1%,-3%,-2%,-8%,-0.4%,-0.3%,2%,

# Outcome played no part in choosing rows, and some 1.5% of all compounds hit somewhere here.
